PGC1a acetyl inh: PGC1a acetylation modulation, inhibitor mode; U2OS PGC1a acetylation, AlphaScreen anti-acetyl-lysine; with virally co-expressed GCN5 acetyltransferase; inhibition, % at 15.6 µM; 350,000 tested, 0.17% active;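 active = every replicate shows inhibition of at least 40%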;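 note: 0% = neutral control wells and 100% = positive control wells; some results beyond the cut were filed as inactive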
LGR2 antag: inhibitors of bursicon-induced Drosophila LGR2 receptor cAMP signaling | 380,000 tested, 0.35% active | HEK293 LGR2, CRE-luciferase, bursicon-stimulated, 4 h | inhibition, % at 9.99 µM;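 active = drop in luminescence signal, shown as inhibition above about 50% in the replicate tests, limit read from the data, passing the limit was not always enough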;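 note: agonist challenge used bursicon conditioned medium at about half maximal strength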
EWS-Fli block: blocks EWS/Fli oncoprotein-driven transcription; AID 651661; 350,000 tested, 0.67% active; A673 NR0B1-luciferase reporter, viability-normalised; inhibition, % at 12.6 µM;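 active = mean inhibition of at least 50% after viability correction, with every replicate also passing that limit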;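 note: firefly luciferase signal divided by Alamar Blue viability fluorescence both relative to DMSO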
An asterisk follows results filed as active. Some of the compounds tested. The share of hits here may be higher or lower than overall.

SMILES	PGC1a acetyl inh	LGR2 antag	EWS-Fli block
CO[C@@H]1CN(C)C(=O)c2ccc(NC(C)=O)cc2OC[C@H](C)N(Cc2cccnc2)C[C@@H]1C	10	4	0
C[C@@H]1CN([C@H](C)CO)C(=O)c2cccc(NS(C)(=O)=O)c2O[C@H]1CN(C)S(=O)(=O)c1ccc(F)cc1	-4	14	2
COc1ccc2c3c(n(C)c2c1)[C@@H](CO)N(CC1CC1)CC31CN(C(=O)CN2CCOCC2)C1	-10	-27	-1
CCCC(=O)N1CCC2(CC1)CN(C(=O)Nc1ccc(F)cc1)[C@@H](CO)c1c2c2ccc(OC)cc2n1C	-7	11	0
COc1ccc2c3c([nH]c2c1)[C@H](CO)N(C(=O)C1CCCCC1)CC31CN(C(=O)c2ccncc2)C1	-2	3	-3
C[C@@H]1CN([C@H](C)CO)S(=O)(=O)c2ccc(-c3ccc(C(=O)N(C)C)cc3)cc2O[C@@H]1CN(C)C(=O)C1CC1	7	-20	-5
C[C@H]1CN([C@@H](C)CO)C(=O)c2cc(C#CC(C)(C)O)cnc2O[C@@H]1CN(C)C(=O)C1CCCCC1	-5	14	-14
C[C@@H]1CN([C@@H](C)CO)C(=O)c2cccc(NC(=O)Nc3ccccc3)c2O[C@@H]1CN(C)S(=O)(=O)c1cccs1	-1	8	-9
C[C@H](CO)N1C[C@H](C)[C@H](CN(C)C(=O)c2ccncc2)Oc2ncc(-c3ccc(F)cc3)cc2C1=O	-6	8	-15
COc1ccc2c3c(n(C)c2c1)[C@@H](CO)N(Cc1ccc(F)cc1)CC31CN(CC2CCOCC2)C1	-16	8	27
CCCN1CCC2(CC1)CN(Cc1ccccc1OC)[C@@H](CO)c1c2c2ccc(OC)cc2n1C	-8	15	1
COCC#Cc1cnc2c(c1)C(=O)N([C@H](C)CO)C[C@@H](C)[C@H](CN(C)Cc1ccc(-c3ccccc3)cc1)O2	-16	-5	5
COc1ccc2c3c(n(C)c2c1)[C@@H](CO)N(C(=O)Nc1ccc(F)cc1)CC31CCN(C(=O)CC2CC2)CC1	0	-1	3
C[C@@H]1CN([C@H](C)CO)C(=O)c2cc(NC(=O)C3CCCCC3)ccc2O[C@@H]1CN(C)Cc1ccc(Oc2ccccc2)cc1	-5	-20	11
COCC(=O)N(C)C[C@@H]1Oc2cc(C#CC3CCCC3)ccc2S(=O)(=O)N([C@@H](C)CO)C[C@H]1C	7	-15	6
C[C@@H]1CN([C@@H](C)CO)C(=O)c2cc(NS(=O)(=O)c3ccc(Cl)cc3)ccc2O[C@H]1CN(C)S(C)(=O)=O	-7	-17	-3
C[C@@H]1CN([C@@H](C)CO)S(=O)(=O)c2ccc(C3=CCCCC3)cc2O[C@H]1CN(C)CC1CC1	-13	2	9
CCCNC(=O)N1CC2(CN(Cc3ccc(OC)cc3)C2)c2c(n(C)c3cc(OC)ccc23)[C@H]1CO	-25	-18	5
CCCC(=O)N1CCC2(CC1)CN(S(C)(=O)=O)[C@H](CO)c1c2c2ccc(OC)cc2n1C	4	-10	-4
C[C@H]1CN([C@@H](C)CO)C(=O)c2cc(C#Cc3cccc(F)c3)cnc2O[C@H]1CN(C)C(=O)C1CCOCC1	11	-11	-10
CCCNC(=O)N1CC2(CN(C(C)=O)C2)c2c(n(C)c3cc(OC)ccc23)[C@H]1CO	-1	-10	-6
CC(C)NC(=O)N(C)C[C@@H]1Oc2ccc(NC(=O)Cn3cnnn3)cc2C(=O)N([C@H](C)CO)C[C@@H]1C	0	-4	-5
COc1ccc2c3c([nH]c2c1)[C@H](CO)N(C(C)=O)CC31CN(C(=O)Nc2c(C)noc2C)C1	-2	-9	5
CCC(=O)N1CC2(C1)CN(Cc1cc(F)ccc1F)[C@@H](CO)c1[nH]c3cc(OC)ccc3c12	9	13	-3
COc1ccc2c3c(n(C)c2c1)[C@@H](CO)N(Cc1ccccc1OC)CC31CN(C(=O)C2CC2)C1	-5	-10	9
C[C@H]1CN([C@@H](C)CO)C(=O)c2cc(NS(C)(=O)=O)ccc2O[C@@H]1CN(C)S(=O)(=O)c1ccccc1	-1	0	-2
COc1ccc2c3c(n(C)c2c1)[C@@H](CO)N(Cc1cccc(F)c1)CC31CCN(C)CC1	-2	1	-3
CO[C@@H]1CN(C)C(=O)c2ccc(NC(C)=O)cc2OC[C@@H](C)N(Cc2cccnc2)C[C@@H]1C	21	-3	-5
COc1ccc2c3c(n(C)c2c1)[C@@H](CO)N(C(=O)C1CCCCC1)CC31CCN(C)CC1	-1	12	7
COc1ccc2c3c([nH]c2c1)[C@H](CO)NCC31CCN(Cc2ccccc2)CC1	3	-8	-3
COCC(=O)N1CC2(CN(Cc3nccs3)C2)c2c(n(C)c3cc(OC)ccc23)[C@@H]1CO	6	-47	-1
COc1ccc2c3c(n(C)c2c1)[C@@H](CO)N(C(=O)c1ccncc1)CC31CN(S(C)(=O)=O)C1	3	-21	-4
C[C@@H]1CN([C@@H](C)CO)C(=O)c2cccc(NS(C)(=O)=O)c2O[C@H]1CN(C)S(=O)(=O)c1ccc(F)cc1	5	-6	-1
COCC(=O)N(C)C[C@H]1Oc2cc(C#CC3CCCC3)ccc2S(=O)(=O)N([C@H](C)CO)C[C@H]1C	-20	0	-1
C[C@H]1CN([C@@H](C)CO)C(=O)c2cc(C3=CCCC3)cnc2O[C@@H]1CN(C)C(=O)C1CC1	-3	-16	-14
C[C@@H]1CN([C@@H](C)CO)C(=O)c2cc(NC(=O)Nc3ccccc3)ccc2O[C@@H]1CN(C)Cc1ccc(Cl)c(Cl)c1	-12	13	-4
COCC#Cc1ccc2c(c1)O[C@@H](CN(C)CC1CCCCC1)[C@@H](C)CN([C@@H](C)CO)S2(=O)=O	-16	-5	1
CCCC(=O)N1CCC2(CC1)CN(C(=O)C1CCOCC1)[C@@H](CO)c1[nH]c3cc(OC)ccc3c12	-2	23	-4
Cc1noc(C)c1NC(=O)Nc1ccc2c(c1)C(=O)N([C@@H](C)CO)C[C@@H](C)[C@@H](CN(C)C(=O)Nc1ccccc1)O2	2	-25	-3
C[C@H]1CN([C@@H](C)CO)C(=O)c2cc(NC(=O)Nc3ccccc3)ccc2O[C@H]1CN(C)Cc1ccc(Cl)c(Cl)c1	-1	5	19

Some of these compounds in order of the PGC1a acetyl inh value, descending.
structure | PGC1a acetyl inh | LGR2 antag
COc1ccc2c3c(n(C)c2c1)[C@@H](CO)N(C(=O)c1ccncc1)CC31CN(S(C)(=O)=O)C1 | 3 | -21
CCCC(=O)N1CCC2(CC1)CN(C(=O)C1CCOCC1)[C@@H](CO)c1[nH]c3cc(OC)ccc3c12 | -2 | 23
C[C@H]1CN([C@@H](C)CO)C(=O)c2cc(C3=CCCC3)cnc2O[C@@H]1CN(C)C(=O)C1CC1 | -3 | -16

Further compounds follow.
SMILES	PGC1a acetyl inh	LGR2 antag	EWS-Fli block
COc1ccc2c3c([nH]c2c1)[C@@H](CO)N(C(=O)c1cnccn1)CC31CN(C(=O)c2cnccn2)C1	10	5	8
C[C@H](CO)N1C[C@H](C)[C@H](CN(C)C(=O)C2CCCCC2)Oc2cc(-c3ccncc3)ccc2S1(=O)=O	0	-5	27
CCC(=O)N1CCC2(CC1)CN(S(C)(=O)=O)[C@@H](CO)c1[nH]c3cc(OC)ccc3c12	-2	11	0
CCCNC(=O)N1CC2(CN(Cc3ccccn3)C2)c2c(n(C)c3cc(OC)ccc23)[C@H]1CO	-2	-5	1
CCCNC(=O)N1CC2(CCN(S(=O)(=O)CC)CC2)c2c(n(C)c3cc(OC)ccc23)[C@@H]1CO	-8	-7	6
CCC(=O)N(C)C[C@@H]1Oc2cc(C3=CCCCC3)ccc2S(=O)(=O)N([C@H](C)CO)C[C@H]1C	-2	-11	-4
Cc1noc(C)c1NC(=O)N(C)C[C@H]1Oc2ccc(NS(=O)(=O)c3c(C)noc3C)cc2C(=O)N([C@@H](C)CO)C[C@@H]1C	5	10	-6
C[C@@H]1CN([C@H](C)CO)S(=O)(=O)c2ccc(-c3ccncc3)cc2O[C@@H]1CN(C)C(=O)C1CCC1	3	3	-9
COc1ccc2c3c([nH]c2c1)[C@@H](CO)N(C(=O)Nc1ccccc1F)CC31CCN(C(=O)c2ccccc2F)CC1	3	7	-1
CC(C)NC(=O)N(C)C[C@H]1Oc2ccc(NC(=O)Cn3cnnn3)cc2C(=O)N([C@@H](C)CO)C[C@@H]1C	-4	-1	-2

Part of the list above in another layout.
Each structure is followed by: PGC1a acetyl inh | LGR2 antag | EWS-Fli block
COCC#Cc1ccc2c(c1)O[C@@H](CN(C)CC1CCCCC1)[C@@H](C)CN([C@@H](C)CO)S2(=O)=O
 : -16 | -5 | 1
CCCC(=O)N1CCC2(CC1)CN(C(=O)C1CCOCC1)[C@@H](CO)c1[nH]c3cc(OC)ccc3c12
 : -2 | 23 | -4
Cc1noc(C)c1NC(=O)Nc1ccc2c(c1)C(=O)N([C@@H](C)CO)C[C@@H](C)[C@@H](CN(C)C(=O)Nc1ccccc1)O2
 : 2 | -25 | -3
C[C@H]1CN([C@@H](C)CO)C(=O)c2cc(NC(=O)Nc3ccccc3)ccc2O[C@H]1CN(C)Cc1ccc(Cl)c(Cl)c1
 : -1 | 5 | 19
COc1ccc2c3c([nH]c2c1)[C@@H](CO)N(C(=O)c1cnccn1)CC31CN(C(=O)c2cnccn2)C1
 : 10 | 5 | 8
C[C@H](CO)N1C[C@H](C)[C@H](CN(C)C(=O)C2CCCCC2)Oc2cc(-c3ccncc3)ccc2S1(=O)=O
 : 0 | -5 | 27
CCC(=O)N1CCC2(CC1)CN(S(C)(=O)=O)[C@@H](CO)c1[nH]c3cc(OC)ccc3c12
 : -2 | 11 | 0
CCCNC(=O)N1CC2(CN(Cc3ccccn3)C2)c2c(n(C)c3cc(OC)ccc23)[C@H]1CO
 : -2 | -5 | 1
CCCNC(=O)N1CC2(CCN(S(=O)(=O)CC)CC2)c2c(n(C)c3cc(OC)ccc23)[C@@H]1CO
 : -8 | -7 | 6
CCC(=O)N(C)C[C@@H]1Oc2cc(C3=CCCCC3)ccc2S(=O)(=O)N([C@H](C)CO)C[C@H]1C
 : -2 | -11 | -4
Cc1noc(C)c1NC(=O)N(C)C[C@H]1Oc2ccc(NS(=O)(=O)c3c(C)noc3C)cc2C(=O)N([C@@H](C)CO)C[C@@H]1C
 : 5 | 10 | -6
C[C@@H]1CN([C@H](C)CO)S(=O)(=O)c2ccc(-c3ccncc3)cc2O[C@@H]1CN(C)C(=O)C1CCC1
 : 3 | 3 | -9
COc1ccc2c3c([nH]c2c1)[C@@H](CO)N(C(=O)Nc1ccccc1F)CC31CCN(C(=O)c2ccccc2F)CC1
 : 3 | 7 | -1
CC(C)NC(=O)N(C)C[C@H]1Oc2ccc(NC(=O)Cn3cnnn3)cc2C(=O)N([C@@H](C)CO)C[C@@H]1C
 : -4 | -1 | -2

(cont.)
SMILES	PGC1a acetyl inh	LGR2 antag	EWS-Fli block
C[C@H](CO)N1C[C@H](C)[C@@H](CN(C)C(=O)C2CC2)Oc2cc(-c3ccccc3)ccc2S1(=O)=O	2	2	-5
C[C@H]1CN([C@@H](C)CO)C(=O)c2cccc(NS(=O)(=O)c3cccs3)c2O[C@H]1CN(C)C(=O)Nc1ccccc1	-1	-1	-7
COc1ccc2c3c([nH]c2c1)[C@H](CO)N(Cc1ccccc1)CC31CCN(C(=O)Cc2ccccc2)CC1	19	15	-14
CCCNC(=O)N1CC2(C1)CN(C(=O)CCC)[C@@H](CO)c1[nH]c3cc(OC)ccc3c12	-2	-22	-4
CCCNC(=O)N1CC2(CN(C)C2)c2c([nH]c3cc(OC)ccc23)[C@@H]1CO	0	2	-11
COc1ccc2c3c(n(C)c2c1)[C@H](CO)N(CC1CC1)CC31CCN(C(=O)c2ccccc2)CC1	9	-15	-3
COc1ccc2c3c([nH]c2c1)[C@@H](CO)N(C)CC31CN(S(=O)(=O)c2cccc(F)c2)C1	3	-16	-7
CO[C@@H]1CN(C)C(=O)c2ccc(NC(C)=O)cc2OC[C@H](C)N(Cc2cccnc2)C[C@H]1C	1	10	-1
COc1ccc2c3c(n(C)c2c1)[C@@H](CO)N(C(C)=O)CC31CCN(Cc2nccs2)CC1	1	-12	1
CCCNC(=O)N1CC2(CCN(C(=O)C3CCCCC3)CC2)c2c([nH]c3cc(OC)ccc23)[C@H]1CO	8	-13	3
COc1ccc2c3c(n(C)c2c1)[C@@H](CO)N(C(=O)Cc1ccccn1)CC31CN(Cc2ccccn2)C1	4	-10	22
